AHR act: AHR activators, primary screen, cell-based, luminescence, luciferase reporter, human; 320,000 tested, 2.5% active; activation, % at 5 µM; AHR-responsive luciferase reporter cells; Aryl hydrocarbon receptor (Homo sapiens), P35869; in the data active = activation above about 47%;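 note: 0% = vehicle wells and 100% = reference agonist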
GLD-1 TGE inh: GLD-1/TGE RNA complex disruptors, primary screen, biochemical, fluorescence polarization; 320,000 tested, 0.44% active; AID 2280, 2010; Female germline-specific tumor suppressor gld-1 (Caenorhabditis elegans), Q17339; purified GLD-1 + fluorescein TGE RNA; inhibition, % at 5.96 µM;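 active = percent inhibition above a per-plate cutoff, the plate mean of test compounds plus 3 SD, cut at about 30% in these data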;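 note: 0% = DMSO wells with GLD-1 and probe and 100% = wells lacking GLD-1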
PME-1 primary: PME-1 inhibitors via competitive probe labeling, primary screen, biochemical, fluorescence polarization, FP-Rh probe, HTS | Protein phosphatase methylesterase 1 (Homo sapiens), Q9Y570 | recombinant PME-1 | inhibition, % at 5.9 µM | 320,000 tested, 0.53% active | AID 2130, 2009;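 active = inhibition above the campaign mean of all compounds plus 3 SD, cut at about 26% in these data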;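 note: competitive labeling of PME-1 active site by serine hydrolase directed probe; 0% = PME-1 with DMSO and 100% = wells lacking PME-1 enzyme; inhibitors block probe labeling so polarization falls and inhibition rises; many of its hits are not listed in these tables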
PAFAH1B2 FP inh: PAFAH1B2 enzyme inhibitors, primary screen, biochemical, fluorescence polarization, human; AID 492953, 2010; recombinant PAFAH1B2, FP-rhodamine activity probe; inhibition, % at 3.39 µM; 340,000 tested, 1.2% active;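 active = inhibition above the mean of all tested compounds plus 3 SD, cut at about 24% in these data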;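 note: 0% = enzyme with DMSO and 100% = wells lacking PAFAH1B2; many of its hits are not listed in these tables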
Target sequence (P68402 whole entry, looked up): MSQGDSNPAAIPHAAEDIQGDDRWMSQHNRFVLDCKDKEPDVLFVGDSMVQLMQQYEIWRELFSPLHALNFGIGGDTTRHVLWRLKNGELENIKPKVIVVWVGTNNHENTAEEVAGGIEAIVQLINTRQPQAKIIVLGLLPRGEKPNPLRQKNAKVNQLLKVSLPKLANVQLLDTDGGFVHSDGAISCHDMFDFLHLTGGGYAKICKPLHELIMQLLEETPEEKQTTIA
Fam108B inh: mouse Fam108B serine hydrolase inhibitors, primary screen, counter-screen for RBBP9 inhibitor project, biochemical, fluorescence polarization | recombinant Fam108B, FP-Rh probe fluorescence polarization | inhibition, % at 9.51 µM | 300,000 tested, 0.33% active | AID 1947, 2009;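 active = inhibition above the screen mean inhibition plus 3 SD, computed separately per campaign, cut at about 18% in these data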;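 note: inhibitors lower polarization as less probe binds the enzyme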
MCL1-BIM inh: inhibitors of MCL1 binding to BIM-BH3, primary screen, biochemical, fluorescence polarization; Induced myeloid leukemia cell differentiation protein Mcl-1 (Homo sapiens), Q07820; GST-MCL1 / FITC-Bim-BH3 fluorescence polarization; inhibition, % at 10.9 µM; 320,000 tested, 0.68% active;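 active = inhibition above the mean inhibition of all tested compounds plus 3 SD, set per campaign, cut at about 40% in these data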;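 note: 0% = DMSO wells and 100% = unlabeled Bim-BH3 peptide control; higher means more loss of mP so more displacement of Bim peptide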
BCLXL inh: inhibitors of human Bcl-xL, primary screen, biochemical, fluorescence polarization, HTS | Bcl-2-like protein 1 (Homo sapiens), Q07817 | GST-Bcl-xL / FITC-Bim BH3 peptide fluorescence polarization | inhibition, % at 10.9 µM | 320,000 tested, 0.7% active | AID 2129, 2009;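 active = inhibition above the mean of all tested compounds plus 3 SD, cutoff set per campaign, cut at about 30% in these data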;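 note: 0% = DMSO wells and 100% = unlabeled Bim-BH3 peptide competitor; inhibitors lower millipolarization by displacing the labeled peptide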
Target sequence (Q07817 whole entry, looked up): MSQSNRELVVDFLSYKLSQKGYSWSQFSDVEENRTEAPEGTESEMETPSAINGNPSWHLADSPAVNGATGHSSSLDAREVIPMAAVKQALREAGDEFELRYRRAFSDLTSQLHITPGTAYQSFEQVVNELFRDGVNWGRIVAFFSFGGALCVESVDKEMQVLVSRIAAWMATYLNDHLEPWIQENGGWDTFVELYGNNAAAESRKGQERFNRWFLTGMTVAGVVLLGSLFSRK
pPAFAH inh: pPAFAH enzyme inhibitors, primary screen, biochemical, fluorescence polarization, human; Platelet-activating factor acetylhydrolase (Homo sapiens), Q13093; recombinant pPAFAH, FP-rhodamine probe fluorescence polarization; inhibition, % at 3.39 µM; 330,000 tested, 1.5% active; AID 463082, 2010;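 active = inhibition above the mean inhibition across the screen plus 3 SD, cut at about 25% in these data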;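 note: inhibitors block binding of the rhodamine activity-based probe so polarization drops; 0% = enzyme with DMSO and 100% = wells lacking pPAFAH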
MEX-5 binding: MEX-5 zinc finger RNA-binding disruptors – biochemical, C. elegans, fluorescence polarization, MLPCN library, primary screen | MEX-5/FITC-TCR2 RNA binding; hits give low values | 300,000 tested, 0.38% active | activity score (negative = inhibition of binding), % at 10 µM;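 active = inhibition past about -25% in most replicates, and total fluorescence under double the plate's negative control median, limit read from the data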;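 note: 0% = DMSO and -100% = 5 µM competing unlabeled TCR2 RNA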
Target sequence (Q9XUB2 whole entry, looked up): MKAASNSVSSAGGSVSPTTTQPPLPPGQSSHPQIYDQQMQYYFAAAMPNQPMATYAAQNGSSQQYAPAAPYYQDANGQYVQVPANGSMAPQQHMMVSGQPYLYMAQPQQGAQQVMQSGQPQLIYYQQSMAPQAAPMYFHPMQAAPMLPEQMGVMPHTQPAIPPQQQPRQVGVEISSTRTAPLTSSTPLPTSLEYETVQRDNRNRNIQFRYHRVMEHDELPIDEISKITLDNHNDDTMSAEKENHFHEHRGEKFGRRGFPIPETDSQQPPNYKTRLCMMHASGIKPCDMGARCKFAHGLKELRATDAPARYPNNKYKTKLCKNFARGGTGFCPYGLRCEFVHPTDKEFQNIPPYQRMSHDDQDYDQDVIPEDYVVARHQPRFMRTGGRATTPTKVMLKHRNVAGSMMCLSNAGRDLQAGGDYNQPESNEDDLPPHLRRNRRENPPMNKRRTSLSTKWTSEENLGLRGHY
* hit, by the source's call; . = not tested or not shown. This is a subset (hit frequency here may not be typical).

SMILES,AHR act,GLD-1 TGE inh,PME-1 primary,PAFAH1B2 FP inh,Fam108B inh,MCL1-BIM inh,BCLXL inh,pPAFAH inh,MEX-5 binding
N#Cc1cnn(-c2ccccc2)c1NC(=O)c1ccccc1F,3,6,3,3,.,-2,1,4,.
Cc1cc(Oc2ccccc2)nc(N)n1,2,-3,-2,-1,5,-4,-3,1,-0.3
COc1ccc(C(=O)/C=C/Nc2cc(C)on2)cc1,6,10,2,3,0,4,1,6,0.6
CCCCCn1c(=O)[nH]c2cc(C(=O)N3CCN(CC)CC3)ccc2c1=O,3,2,-1,4,1,5,6,-1,-0.7
CCN(C(=O)CN1C(=O)COc2ccc(S(=O)(=O)N3CCCCCC3)cc21)c1cccc(C)c1,3,3,2,2,-3,2,5,5,0.3
Cc1ccc(-c2ccc(/C=N/NC(=S)Nc3ccccc3)o2)cc1[N+](=O)[O-],26,3,25,5,4,-6,1,8,1.1
N#CC(c1nc2ccccc2nc1N1CCCC1)S(=O)(=O)c1ccccc1 (configuration not stated),7,40*,16,4,7,70*,66*,23,-2.8
COc1cc(C(=O)NCCCn2ccnc2)cc(OC)c1OC,29,1,-1,0,-2,5,4,5,1.3
COc1ccc(Cl)cc1NC(=O)CN(C)CC(=O)NCc1cccs1,3,1,10,3,.,-2,2,3,.
C/C(=N\NC(N)=O)c1ccccc1Cl,1,-2,-1,4,6,-3,4,1,-0.3
O=C(c1ccccc1)c1ccc(N2CCCC2)cc1,-1,1,0,0,2,-7,1,8,0.0
CN1C(=O)c2cccc3c(Cl)ccc(c23)C1=O,-4,4,2,-1,1,10,7,3,-1.6
CC(C)=NNc1nc2c(c(=O)[nH]c(=O)n2C)n1CCCc1ccccc1,11,1,-8,4,-1,5,3,8,-1.0
O=C(Nc1ccccc1Cl)c1ccc2c(=O)n3c(nc2c1)CCC3,-2,3,-1,3,.,9,-9,0,.
CC(C)NC(=O)Nc1cccc2c1O[C@H](CN(C)C(=O)Nc1ccc(C(F)(F)F)cc1)[C@@H](C)CN([C@H](C)CO)C2=O,0,8,.,11,.,.,.,-1,.
COC(=O)c1ccccc1NC(=O)c1cc2nc(C3CC3)cc(C(F)(F)F)n2n1,0,5,-3,0,-5,-4,4,1,2.1
Cc1ccccc1-c1nnc(SCC#N)o1,-1,-8,5,1,0,-3,-2,0,1.3
COc1cc2[nH]c(=O)n(Cc3ccc(C(=O)NCC4CCCO4)cc3)c(=O)c2cc1OC (configuration not stated),-2,6,5,-4,6,1,11,2,-3.3
Cc1ccccc1NC(=S)NCc1ccco1,1,1,2,6,2,4,4,4,0.7
O=C(Nc1ccccc1)N(CCCN1CCOCC1)Cc1cccs1,-4,-2,0,8,2,5,2,-2,-2.2
CC1C=CCC2C(=O)N(c3ccc(Cl)cc3O)C(=O)C12 (configuration not stated),2,5,1,7,4,6,5,3,-1.0
COc1ccc(CCNC(=O)CSCC(=O)Nc2ccccc2)cc1OC,3,1,-7,-1,2,5,2,-5,-1.3
OCCC1CN(Cc2cnc(-c3cccc4ccccc34)nc2)CCN1C1CCCCC1 (configuration not stated),1,-4,1,1,-4,2,3,4,0.3
Cc1ccccc1-n1nnnc1SCc1ncc(-c2ccccc2)o1,1,6,6,0,1,7,8,-2,0.2
Cc1nc(NC(=O)CN2CCCCC2)sc1C(=O)N(C)C,-1,1,-5,1,0,1,5,0,-0.2
CCCOc1ccc(Cn2c(=O)oc3ccc(C)cc32)cc1OC,6,3,6,-1,2,2,1,9,0.7
Cn1c(=O)c2c(nc(CN3CCc4ccccc4C3)n2Cc2ccccc2F)n(C)c1=O,1,-5,5,4,1,1,6,-4,1.3
c1cnc(SCCOc2ccc3c(c2)CCC3)nc1,2,3,9,-3,0,-6,0,2,-2.4
CC(Sc1ncnc2ccccc12)C(=O)Nc1ccc2c(c1)OCCO2 (configuration not stated),13,9,0,4,-3,3,0,3,-1.2
COc1cc(/C=N/NC(=O)c2sc(N)c(C#N)c2C)cc(Br)c1O,31,1,31*,-1,8,1,7,17,2.4
CC(C)c1nnc(NC(=O)CCC(=O)NCc2ccco2)s1,5,4,0,6,-1,-1,3,2,2.0
COCCOc1ccc(C(F)(F)F)cc1N,2,-2,0,5,2,4,3,-2,-3.4
CN1CCN(NC(=O)c2cccc(F)c2)CC1,2,0,-3,2,1,2,1,4,-1.1
Cn1c(=O)c2nc3ccccc3nc2n(C)c1=O,16,10,2,4,-2,2,7,3,-4.8
COc1cccc(C2(O)CCN(CC(=O)NCC3CC3)CC2)c1,1,-1,-1,6,2,4,7,-2,-2.2
O=C(CSc1nnc2c(n1)[nH]c1ccc(F)cc12)NCc1ccc(F)cc1,1,-7,-20,-10,-37,2,2,2,1.1
O=[N+]([O-])c1ccccc1CNC(Cc1ccccc1)c1ccccc1 (configuration not stated),-1,6,-2,11,-4,-4,6,9,0.0
O=C(Nc1ccccn1)c1cc(-c2ccc(Cl)s2)nc2ccccc12,15,0,-23,-5,.,-2,-2,-4,.
CSc1ccc(S(=O)(=O)Nc2c(C)n(C)n(-c3ccccc3)c2=O)cc1,-1,-2,-2,-2,0,8,1,3,1.7
O=C(CSc1ncnc2c1cnn2-c1ccc(Cl)cc1)NCc1ccc2c(c1)OCO2,4,7,-4,-3,-3,1,1,0,0.1
O=C(CCN1CCOCC1)c1ccc(Br)cc1,0,0,-6,15,0,11,7,-2,1.4
CN(Cc1ccc(F)cc1)S(=O)(=O)c1nnc(NC(=O)c2ccccc2)s1,1,-1,-9,-1,-2,2,4,3,1.7
COc1cc2nc(Nc3ccc(C)c(C)c3)nc(N)c2cc1OC,12,-7,18,7,5,2,2,7,0.1
COc1cccc2cc(C(=O)N3CCc4ccccc4C3)c(=O)oc12,1,4,6,0,-1,-1,2,2,0.3
Cc1cc(SCC(=O)OCC(=O)NCC2CCCO2)c(C)cc1Br (configuration not stated),2,1,-8,7,-1,4,-4,22,-0.7
O=C(Cc1ccc(Br)c2ccccc12)N/N=C/c1ccccn1,7,-15,0,3,-2,11,-1,-7,-0.2
COc1cc(S(=O)(=O)NCCc2ccc3c(c2)OCO3)ccc1-n1cnnn1,0,3,1,1,3,2,3,1,0.8
COc1ccc(OC)c(-n2c(SCC(=O)NCc3ccco3)nnc2-c2c[nH]c3ccccc23)c1,5,6,10,3,1,0,4,9,1.1

Copied from the listing, two compounds:
SMILES,AHR act,GLD-1 TGE inh,PME-1 primary,PAFAH1B2 FP inh,Fam108B inh,MCL1-BIM inh,BCLXL inh,pPAFAH inh,MEX-5 binding
COc1cc(S(=O)(=O)NCCc2ccc3c(c2)OCO3)ccc1-n1cnnn1,0,3,1,1,3,2,3,1,0.8
COc1ccc(OC)c(-n2c(SCC(=O)NCc3ccco3)nnc2-c2c[nH]c3ccccc23)c1,5,6,10,3,1,0,4,9,1.1

(list continues)
SMILES,AHR act,GLD-1 TGE inh,PME-1 primary,PAFAH1B2 FP inh,Fam108B inh,MCL1-BIM inh,BCLXL inh,pPAFAH inh,MEX-5 binding
O=[N+]([O-])c1ccc(N/N=C2\CC3CC=CC23)c([N+](=O)[O-])c1 (configuration not stated),12,4,5,0,8,5,6,3,0.9
CCOC(=O)[C@H]1[C@H]2COc3ccc(Br)cc3[C@@H]2N2C(=O)N(c3ccccc3)C(=O)[C@@]12C,-1,4,.,8,.,.,.,2,.
CC(C)c1ccccc1NC(=S)NCc1nc2ccccc2[nH]1,15,-4,-2,3,0,-2,-3,0,-4.2
CN(C)S(=O)(=O)c1cccc(C(=O)OCC(=O)N2CCCC2=O)c1,-1,5,10,1,-1,12,4,3,3.9
COc1ccc2[nH]c3ccc(OC)cc3c2c1,9,0,10,2,0,0,0,10,-1.2
COc1ccc(CCC(=O)OCC(=O)Nc2c(C)n(C)n(-c3ccccc3)c2=O)cc1,0,0,2,6,.,-4,1,9,.
O=C(COC(=O)c1n[nH]c2ccccc12)c1cc(F)ccc1F,10,-2,-3,-2,-1,1,4,-5,2.1
CCOC(=O)COc1cccc2c(=O)n(CC(=O)N3CCCc4ccccc43)ccc12,7,-3,1,6,0,3,-3,3,0.9
Cc1onc(-c2ccccc2)c1C(=O)N/N=C/c1cccc(O)c1,27,0,3,-4,0,3,2,-5,2.1
CC(=O)c1ccc(OCc2cc(C(=O)N3CCCCC3c3cccnc3)no2)cc1 (configuration not stated),13,-2,5,0,0,-4,1,1,1.0
COc1ccc(C(CNC(=O)Cc2c(F)cccc2Cl)N2CCCCC2)cc1 (configuration not stated),2,7,0,-1,-3,-2,2,3,-2.1
COc1ccc(-c2onc(C)c2-c2ccccc2)c(O)c1,17,-9,-1,2,-2,-3,3,3,1.1

Copied from the list.
Reading of Cc1onc(-c2ccccc2)c1C(=O)N/N=C/c1cccc(O)c1 under PAFAH1B2 FP inh: -4
Reading of CN(C)S(=O)(=O)c1cccc(C(=O)OCC(=O)N2CCCC2=O)c1 under AHR act: -1

(list continues)
SMILES,AHR act,GLD-1 TGE inh,PME-1 primary,PAFAH1B2 FP inh,Fam108B inh,MCL1-BIM inh,BCLXL inh,pPAFAH inh,MEX-5 binding
O=C(COC(=O)c1ccco1)c1ccc(F)cc1,-1,2,1,-6,1,2,4,-1,0.3
COc1cc2nc(Cl)nc(NCCO)c2cc1OC,-1,-2,-2,4,0,5,4,-2,-0.1
Cc1ccc(NC(=O)C(C)N2CCCC2)cc1Cl (configuration not stated),1,8,1,2,-3,3,0,-6,-1.7
CC(C)CCN(C(=O)c1ccc(N2CCCC2=O)cc1)c1c(N)n(Cc2ccccc2)c(=O)[nH]c1=O,0,0,-2,-6,2,-4,-1,2,0.8
COc1ccc(Nc2nc3nonc3nc2N2CCCCC2)cc1,11,4,5,10,1,0,-2,4,3.1
COc1cccc(C(O)c2nc3ccccc3n2C)c1 (configuration not stated),0,3,2,5,-3,11,4,5,-1.8
COC(=O)c1ccc(NC(=O)CSc2nncn2-c2cccnc2)cc1,8,3,3,5,-1,2,4,-4,-0.4
Cc1ccc(C23CC4CC(CC(NC(=O)NN)(C4)C2)C3)cc1,3,7,-4,6,-3,8,4,-1,-2.8
O=C(c1cc[n+]([O-])cc1)N1CCCC(N2CCN(c3cccc(C(F)(F)F)c3)CC2)C1 (configuration not stated),1,-3,-3,0,-1,6,7,-2,-0.9
O=c1[nH]c2ccsc2c(=O)n1-c1ccc(F)cc1,2,0,-4,3,-3,1,3,3,-1.3
Cc1csc(NC(=O)Cc2c(F)cccc2Cl)n1,7,3,0,4,3,5,3,-1,-2.7
COc1ccc(CCNC(=O)c2cc(-c3cc(C)ccc3O)n[nH]2)cc1OC,8,-3,11,1,-2,7,7,12,-6.5
O=C1c2ccccc2C(Nc2ccc(S(=O)(=O)N3CCOCC3)cc2)N1Cc1ccco1 (configuration not stated),-2,2,7,16,4,0,-2,-2,1.5
COc1cc(C)ccc1OCC(=O)OCC(=O)c1cc(C)n(CC2CCCO2)c1C (configuration not stated),0,0,-2,-1,.,2,6,11,.
